From PubChem
PAX8 inh HTS: inhibitors of PAX8-driven TPO luciferase reporter, primary screen, RMG-I cells, single concentration | SteadyGlo, 24 h | inhibition, % at 12.6 µM | 360,000 compounds, 1.2% hits;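 active = mean replicate inhibition at least 60% with every replicate also reaching 60%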;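 note: luciferase light reporting Pax8 driven TPO promoter activity; plate controls were median of neutral control wells for no effect and mitoxantrone controls for full effect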
miR122 inh: miR-122 Renilla sensor signal increase in Huh7, primary screen, miR-122 inhibitor project, cell-based, single point, plate reader | Huh7 miR-122 Renilla luciferase sensor, 48 h; neutral wells = 0, positive control = 100 | activation (reporter increase), % at 12.5 µM | 340,000 compounds, 0.3% hits | AID 602342, 2012;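 active = mean replicate activation score at least 90 and every replicate individually at or above 90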;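 note: higher luciferase means less miR-122 activity so hits act as miR-122 inhibitors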
F508del corr: F508del CFTR correction, initial screen, CFBE line, single point; AID 720511, 2013; activity (quench increase), % at 7.58 µM; 350,000 compounds, 0.36% hits; CFBE cells, YFP halide quenching; stimulated with forskolin plus potentiator P3; % fluorescence drop versus neutral controls;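 active = mean added fluorescence quench of at least 8% versus neutral control, with both replicates also reaching 8%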;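 note: cells transiently co-express mutant CFTR-F508del with the halide-sensitive YFP; corrector assay measuring rescue of mutant channel to the surface after 24 h compound exposure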
EWS-Fli inh: EWS/Fli-driven NR0B1 reporter inhibitors, primary screen, A673 cells, NR0B1 luciferase, luminescence, MLPCN library. inhibition, % at 12.6 µM. viability-normalised. AID 651661, 2012. 350,000 compounds, 0.67% hits;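 active = mean inhibition of at least 50% after viability correction, with every replicate also passing that limit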;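 note: firefly luciferase signal divided by Alamar Blue viability fluorescence both relative to DMSO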
INS-1E GSIS act: GLuc luminescence reporter in INS-1E cells, primary screen for activators of glucose-dependent secretion of insulin | activation, % at 16.6 µM | 370,000 compounds, 0.61% hits | INS-1E GLuc reporter insulin secretion, 2-3 h;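 active = lowest replicate activation of at least 40%, so every replicate reaches that level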;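 note: 0% = median of neutral control wells and 100% = median of IBMX positive control wells; some compounds called inactive have numbers as strong as hits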
FN deposit inh: inhibitors of fibronectin matrix deposition, primary screen, AH1F cells, Alexa488-fibronectin fluorescence, plate reader; AH1F fibroblasts, overnight; inhibition, % at 12.6 µM; 350,000 compounds, 0.086% hits; AID 743247, 2014;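 active = mean inhibition across replicates of 30% or more, regardless of how many single replicates reach that level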;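 note: positive control wells lacked labelled fibronectin entirely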
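test system = AH1F fibroblasts assembling fluorescent fibronectin matrix | quantity = 10000 AH1F cells per well | buffer or medium = DMEM plus 2% serum, read in PBS | doses = single dose, pinned | incubation = 1 h cell attachment, overnight exposure to compound and label | detection = fluorescence at 485 nm excitation, 525 nm emission | read-out basis = inhibition from reduced deposited-fibronectin fluorescence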
DENV2 CPE: inhibitors of DENV2 cytopathic effect, primary screen, cell-based, plate reader, single concentration; DENV2-infected cells, cytopathic effect rescue; CPE inhibition, % at 9.99 µM; 350,000 compounds, 1.7% hits; AID 651640, 2012; in the data active = CPE inhibition above about 20%, passing the limit was not always enough; tested in BHK-21 cells;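 note: 0% = median of neutral control wells and 100% = median of positive control wells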
The depositor's hits bear a star; . = no result given; [ ] = dose if it differs, or a comment.

| canonical_smiles | PAX8 inh HTS | miR122 inh | F508del corr | EWS-Fli inh | INS-1E GSIS act | FN deposit inh | DENV2 CPE |
| --- | --- | --- | --- | --- | --- | --- | --- |
| Cc1ccccc1CNC(=O)C(=O)NCCC1CCCCN1S(=O)(=O)c1cccs1 (centres undefined) | 1 | . | -0.9 | 7 | -25 | 6 | . |
| Cc1ccc(N2CCN(/N=C/c3ccncc3)CC2)cc1 | 5 | -10 | 0.8 | 8 | 13 | -10 | -1 |
| CO[C@H]1CN(C)C(=O)c2ccc(NS(C)(=O)=O)cc2OC[C@@H](C)NC[C@H]1C | . | 0[16.7 µM] | -1.6 | 0 | 0 | -6 | 6 |
| COCC(=O)N1CC(=O)N2[C@H](C1)[C@H](c1ccc(-c3ccncc3)cc1)[C@@H]2CO | -21 | . | -1.7 | 3 | 7 | 2 | 14 |
| COc1ccc(Cn2c(=O)oc3ccc(C)cc32)cc1OC | 3 | 22 | . | . | . | 14 | . |
| CCN(CC(=O)Nc1ccc(NC(C)=O)cc1)C(=O)c1oc2ccccc2c1C | 6 | -1 | 0.1 | 4 | -15 | 2 | 1 |
| COc1cc([N+](=O)[O-])ccc1NC(=O)CN(C)C | . | 16 | -1.1 | 3 | 13 | . | -4 |
| COc1ccc(C(CNC(=O)c2cccc(S(=O)(=O)N3CCCc4ccccc43)c2)N(C)C)cc1 (centres undefined) | 8 | . | -1.4 | 2 | -40 | 6 | -2 |
| CN(Cc1cc(Cl)cc(Cl)c1)[C@H]1C[C@H]2c3[nH]c4ccccc4c3CCN2C(=O)[C@H]1CO | 15 | -5 | 2.9 | 8 | -43 | 8 | -7 |
| CCOc1ccc(NC2=CC(=O)CC(c3ccco3)C2)cc1 (centres undefined) | 13 | 11 | -1.3 | -3 | -9 | 0 | -1 |
| CCCNC(=O)Nc1ccc2c(c1)OC[C@H](C)N(CCC)C[C@H](C)[C@@H](OC)CN(C)C2=O | -4 | -10[16.7 µM] | 0.7 | -1 | -15 | -3 | -5 |
| C[C@H](CO)N1C[C@H](C)[C@@H](CN(C)Cc2ccccc2)Oc2ccc(NS(=O)(=O)c3ccc(F)cc3)cc2C1=O | 0 | 5[16.7 µM] | -1.4 | -11 | -1 | . | -5 |
| COc1ccc(NC(=O)Nc2ccc3c(c2)C(=O)N([C@H](C)CO)C[C@H](C)[C@H](CN(C)Cc2ccc(Oc4ccccc4)cc2)O3)cc1 | -6 | -9[16.7 µM] | -6.3 | -1 | -11 | . | -12 |
| CS(=O)(=O)c1ccc(Cl)c(C(=O)NCC2CCCCC2)c1 | 12 | 6 | -1.2 | 9 | -2 | 0 | 11 |
| Cc1ccc(S(=O)(=O)N(Cc2cccc([N+](=O)[O-])c2)C(=O)N2CCN(C)CC2)cc1 | . | . | -1.7 | -6 | 4 | 3 | 57* |
| C[C@H]1CN([C@@H](C)CO)C(=O)c2c(c3ccccc3n2C)-c2ccccc2CO[C@@H]1CN(C)Cc1ccc(O)cc1 | -17 | . | 1.6 | 10 | -2 | 5 | -3 |
| C[C@@H]1CN([C@@H](C)CO)C(=O)c2cc(C#C[C@@H](C)O)cnc2O[C@H]1CN(C)C(=O)Nc1ccc(F)cc1 | . | 0[16.7 µM] | -0.7 | -10 | 13 | -10 | 6 |
| CCOC(=O)c1cn(CC2CC2)c2cc(F)c(F)cc2c1=O | 17 | -9 | -2.5 | -6 | 5 | -1 | -2 |
| CC(C)NC(=O)N1[C@H](CO)[C@@H]2c3ccccc3N(C(=O)Nc3ccc(F)cc3)C[C@@H]21 | -3 | 4[16.7 µM] | -0.7 | -10 | -5 | . | -10 |
| CCCCn1c(N)c(N(CC(C)C)C(=O)c2ccc(-c3ccc(C(C)=O)cc3)o2)c(=O)[nH]c1=O | -49 | -3 | 5.0 | -17 | -3 | -5 | 3 |
| Cc1cc2nc(/C(C#N)=C\c3ccc(-c4ccccc4C(=O)O)o3)[nH]c2cc1C | -17 | -4 | 2.4 | -33 | -16 | -7 | 8 |
| CCC(CC)C(=O)Nc1nnc(S(=O)(=O)N2CCCc3ccccc32)s1 | -6 | -3 | 2.1 | 10 | 2 | -5 | -5 |
| Cc1ccc(-n2ccc(=O)c(C(=O)Nc3ccc(S(=O)(=O)Nc4nccs4)cc3)n2)cc1 | 8 | 20 | 0.0 | -12 | 3 | -24 | -1 |
| CCC(=O)NNc1nc2c(C)cccc2s1 | 15 | -1 | 1.1 | 2 | 8 | -5 | 2 |
| C[C@H]1CN([C@@H](C)CO)C(=O)c2cc(C3=CCCCC3)cnc2O[C@@H]1CN(C)C(=O)c1ccccn1 | 9 | 4[16.7 µM] | -4.3 | 2 | 4 | -13 | 0 |

Further structures follow.
Below each compound – PAX8 inh HTS, miR122 inh, F508del corr, EWS-Fli inh, INS-1E GSIS act, FN deposit inh, DENV2 CPE
CCCNC(=O)N1C[C@@H](C)[C@H](OC)CN(C)C(=O)c2cc(NC(=O)C3CCC3)ccc2OC[C@H]1C
→ ., 17[16.7 µM], -0.2, 4, -1, -8, .
C[C@H](CO)N1C[C@H](C)[C@H](CN(C)Cc2ccccc2)Oc2ccc(NS(=O)(=O)c3cccs3)cc2C1=O
→ 16, 41[16.7 µM], 1.3, 4, 7, ., 5
O=C(O)C#Cc1cccc2ccccc12
→ 6, -2, 0.6, -9, -11, 0, -6
O=C(NCCN1CCOCC1)c1ccc(CS(=O)(=O)c2ccc(Br)cc2)o1
→ -1, 3, -0.5, -2, 8, 3, 2
O=S1(=O)NC(=NCc2ccco2)c2ccccc21
→ ., 4, 1.2, 11, 4, ., -4
Cc1ccc(C)c(CC(=O)N2CCCCC2c2cc(C(=O)Nc3cccc(C#N)c3)no2)c1 (centres undefined)
→ 8, 0, 0.7, -48, -29, 18, -2
